Compound activity as filed in PubChem BioAssay.
rTrxR1 inhibitor = rat TrxR1 inhibition | O89049 | recombinant rTrxR1, NADPH fluorescence consumption, selenite substrate | Potency, µM (highest dose often 114 µM), inactives show at the top dose activity change, negative = inhibition, usual class: inhibitors | 1% of 390,000 active | AID 588453; also: % is scaled to controls: 0 for no effect and ±100 for the full control effect; nearly all actives have a fitted effect of over 65% in size
Target sequence (O89049 whole entry, looked up): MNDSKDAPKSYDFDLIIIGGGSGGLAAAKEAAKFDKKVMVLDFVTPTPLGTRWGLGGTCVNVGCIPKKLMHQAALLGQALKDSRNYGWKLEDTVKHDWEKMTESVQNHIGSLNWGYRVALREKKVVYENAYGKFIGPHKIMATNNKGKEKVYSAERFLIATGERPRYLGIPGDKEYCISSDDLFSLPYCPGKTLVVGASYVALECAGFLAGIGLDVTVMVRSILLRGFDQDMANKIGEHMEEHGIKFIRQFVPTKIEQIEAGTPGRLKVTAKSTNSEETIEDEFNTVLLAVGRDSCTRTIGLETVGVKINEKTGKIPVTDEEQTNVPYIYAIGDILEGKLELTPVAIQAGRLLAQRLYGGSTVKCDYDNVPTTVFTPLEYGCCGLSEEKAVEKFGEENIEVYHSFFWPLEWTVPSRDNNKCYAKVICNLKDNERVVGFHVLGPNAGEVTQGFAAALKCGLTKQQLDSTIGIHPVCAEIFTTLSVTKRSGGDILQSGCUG
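Rat TrxR1 (90 nM in the dispensed reagent) was pre-reduced with 400 uM NADPH for 5 min at room temperature, then incubated with compound for 15 min. After 400 uM selenite was added, NADPH fluorescence (Ex 340/Em 450 nm) was followed for 8 min.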
12-LOX inh = inhibitors of human 12S-lipoxygenase ALOX12. P18054. Potency, µM (titrated, usually from 108 µM), for the others: at the top dose activity change, negative = inhibition, most hits filed as inhibitors. 1.1% of 580,000 active. purified 12hLO, xylenol orange hydroperoxide absorbance; also: % is scaled to controls: 0 for no effect and ±100 for the full control effect
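Purified human 12hLO (150 nM final) in 25 mM Hepes, 0.01% Triton X-100, pH 7.0 was preincubated 15 min at room temperature with compound. Then 40 uM arachidonic acid was added, 30 min. Hydroperoxide was read by Fe-XO absorbance ratio 573/405 nm.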
USP1 inh = inhibitors of human USP1/UAF1 deubiquitinase | 0.23% of 390,000 active | Potency, µM (top dose mostly 57.1 µM), without a hit: at the top dose activity change, negative = inhibition, most hits filed as inhibitors | O94782 | recombinant USP1/UAF1, Ub-Rhodamine cleavage fluorescence; also: % is scaled to controls: 0 for no effect and ±100 for the full control effect; nearly all actives have a fitted effect of over 60% in size; inactives centre near -12
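1 nM enzyme complex + cpd, 15 min RT; start with Ub-Rho 150nM final; kinetic fluorescence ex 480/em 540, 6 reads q60 s. Buffer 50mM HEPES pH 7.8, 0.5mM EDTA, 0.1 mg/ml BSA, 1mM TCEP, 0.01% Tween-20.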
mIDH1 inhibitor = blocks human mutant IDH1 R132H enzyme; O75874; IDH1-R132H enzyme, NADPH consumption, diaphorase/resazurin fluorescence; Potency, µM (series often up to 76.6 µM), without a hit: at the highest dose activity change, negative = inhibition, most hits filed as inhibitors; 0.093% of 390,000 active; also: % is scaled to controls: 0 for no effect and ±100 for the full control effect; nearly all actives have a fitted effect of over 65% in size
Target sequence (O75874 whole entry R132H, stated change not applied): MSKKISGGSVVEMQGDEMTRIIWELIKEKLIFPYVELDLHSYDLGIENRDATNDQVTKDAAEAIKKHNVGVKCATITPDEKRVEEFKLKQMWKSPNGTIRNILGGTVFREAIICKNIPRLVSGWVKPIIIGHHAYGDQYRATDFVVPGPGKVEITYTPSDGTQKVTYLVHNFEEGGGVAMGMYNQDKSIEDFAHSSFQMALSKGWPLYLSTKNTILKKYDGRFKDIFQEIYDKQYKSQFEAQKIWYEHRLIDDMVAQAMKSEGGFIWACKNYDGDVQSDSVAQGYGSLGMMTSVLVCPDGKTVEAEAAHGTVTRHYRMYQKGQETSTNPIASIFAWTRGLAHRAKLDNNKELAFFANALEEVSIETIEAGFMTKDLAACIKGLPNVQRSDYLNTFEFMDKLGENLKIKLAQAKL
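IDH1-R132H (0.5 ug/mL dispensed) in pH 7.5 Tris buffer was preincubated 30 min with compound, then given a substrate mix of 0.016 mM NADPH and 2 mM alpha-KG for 80 min at room temperature; remaining NADPH was read by diaphorase/resazurin fluorescence.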
RXFP1 ag = activates the human relaxin receptor RXFP1. Q9HBX9. HEK293T-RXFP1 cAMP TR-FRET, 30 min; response scale: percent of porcine relaxin response, buffer zero. Potency, µM (series often up to 57.5 µM), inactives show at the top dose activation, most hits filed as activators. 0.3% of 370,000 active. AID 2676; also: % is scaled to controls: 0 for no effect and ±100 for the full control effect; nearly all actives have a fitted effect of over 60% in size; many of its hits are not listed in these tables
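cAMP rise read by TR-FRET after 30 min, 37C compound exposure (up to 58 uM) in RXFP1-transfected HEK293 cells with Ro 20174 present. EC50 from Hill-equation fits, with 29 nM porcine relaxin as 100% and buffer as basal.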
TrxR1 substrate = substrates of rat thioredoxin reductase 1; purified TrxR1 substrate turnover, NADPH consumption readout; Potency, µM (doses to about 114 µM), without a hit: at the highest dose activity change, negative = substrate turnover; 0.01% of 390,000 active; also: % is scaled to controls: 0 for no effect and ±100 for the full control effect; nearly all actives have a fitted effect of over 50% in size
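Rat TrxR1, dispensed at 90 nM, was prereduced with 400 uM NADPH (final) for 5 min at ~22 deg C, then incubated with compound 15 min before 400 uM selenite. A first-read NADPH fluorescence drop versus no-compound background flagged substrates.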
RGS4 inh = blocks human RGS4-accelerated GTP hydrolysis | P49798 | Transcreener GDP fluorescence polarization, RGS4-accelerated GTP hydrolysis | Potency, µM (series often up to 114 µM), without a hit: at the top dose activity change, negative = inhibition, usual class: inhibitors | 0.039% of 390,000 active | AID 504845; also: % is scaled to controls: 0 for no effect and ±100 for the full control effect; nearly all actives have a fitted effect of over 75% in size; some results filed as inactive show a strong effect at the top dose
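MLSMR compounds (23 nl, pin-transferred) preincubated 10 min at room temperature with a 500nM (2x) first reagent, then RGS4 at 900nM (2x) plus Transcreener GDP mix added; fluorescence polarization (620/688 nm) read before and after 90 min at 30 °C.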
Vif-A3G inh = blocks the Vif interaction with human APOBEC3G; Q9HC16; HeLa A3G-eYFP + Vif (tagged APOBEC3G with the HIV-1 protein that degrades it), YFP fluorescence, overnight; Potency, µM (doses to about 46.1 µM), for the others: at the highest dose activity, negative = active, actives largely listed as inhibitors; 0.076% of 410,000 active; AID 602310;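 also: % is scaled to controls: 0 for no effect and ±100 for the full control effect; nearly all actives have a fitted effect of over 60% in size; hits raise eYFP signal because A3G escapes Vif-driven loss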
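HeLa cells stably expressing Vif and C-terminally eYFP-tagged A3G, seeded overnight at 37 deg C, then exposed to compound by pintool overnight at 37 deg C. Rise in yellow fluorescence (Ex 488/Em 500-530, Acumen) marks blocked Vif-driven A3G degradation.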
Vif-A3F inh = inhibitors of Vif-A3F interaction; 0.2% of 390,000 active; Potency, µM (top dose mostly 46.1 µM), without a hit: top-dose activity, negative = active; HeLa A3F-eYFP + Vif (tagged APOBEC3F with the HIV-1 protein that degrades it), YFP fluorescence increase; also: % of control where 0% means no effect; nearly all actives have a fitted effect of over 65% in size
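Fluorescence increase (Ex 488/Em 500-530) after overnight compound treatment at 37 deg C flags inhibition of Vif-driven A3F-eYFP loss in stable HeLa A3F-eYFP/Vif cells seeded overnight beforehand.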
Active calls of the source: *; ? = inconclusive; / = not tested or not shown; [ ] = dose if it differs, or a comment. Calls follow the shape of the dose curve; as a rule, active = well fitted curve in the direction sought with a large enough effect; inconclusive = small, poorly fitted or top-dose-only effect, or another doubt; inactive = no such curve, though single readings can be large; an effect the other way counts as inactive or inconclusive. Potency is read from the fitted curve at half-maximal effect.

SMILES | rTrxR1 inhibitor | 12-LOX inh | USP1 inh | mIDH1 inhibitor | RXFP1 ag | TrxR1 substrate | RGS4 inh | Vif-A3G inh | Vif-A3F inh
CCCCCn1c(=O)[nH]c2cc(C(=O)NCc3ccc(OC)cc3)ccc2c1=O | 12% | 0% | -13% | 3% | 9.1% | 8% | -1% | -1% | -6%
Cc1nnc(SCC(=O)NCCN2C(=O)CSC2=O)s1 | 9% | 0% | -11% | -2% | 0.3% | -2% | -3% | 0% | -5%
CCc1ccc2[nH]c(=O)c(CN(CCN(CC)CC)C(=O)Nc3ccccc3OC)cc2c1 | 0% | 0% | -12% | 3% | -0.6% | -1% | 12% | 2% | -7%
Cc1nc(SCC(=O)Nc2ccc(C(=O)O)cc2)n[nH]1 | 3% | -12% | 2% | 19% | 0.9% | -8% | -16% | 3% | 2%
COC(=O)[C@@]12CCCCN1[C@H](c1ccc(-c3cc(C(C)=O)cs3)c(OC)c1)[C@H]1C(=O)N(C)C(=O)[C@H]12 | 73%[activator][57.1 µM] | -1% | -24% | -25% | 17% | 67%[activator][57.1 µM] | 7% | -2% | 5%
CCCN(CC(=O)Nc1ccccc1C)C(=O)c1cccc(-n2cnnn2)c1 | 0% | 1% | -8% | -1% | 0.1% | -5% | -5% | 1% | 2%
COc1ccc(NC(=O)C/C(C)=N/NC(=O)c2cccs2)c([N+](=O)[O-])c1 | -7% | -22% | 2% | -8% | -3.6% | 1% | 6% | -5% | -6%
Cc1nn(C)c(C)c1NS(=O)(=O)c1c(C)n[nH]c1C | 6% | -5% | -8% | -6% | / | -3% | 5% | 3% | -17%
COC(=O)Cc1ccc(NC(=S)NC2CC2)cc1 | -10%[57.1 µM] | ? | -19% | 9% | 14% | -6%[57.1 µM] | -2% | -3% | -7%
CC(C)CCn1cnc2c1c(=O)[nH]c(=O)n2Cc1ccccc1 | 11% | ? | -3% | 0% | -0.2% | -4% | 34% | 3% | -8%
O=C1c2ccccc2C(=O)N1c1cccc2ccccc12 | 4%[57.1 µM] | 62%[activator] | -24% | -1% | 0.8% | 4% | 22% | -1% | -6%
COc1cc(-c2cc(C(=O)Nc3c(Cl)cc(Cl)cc3Cl)c3ccccc3n2)cc(OC)c1OC | 35%[activator] | -16% | -18% | 1% | 0.9% | 111%[activator] | 13% | -6% | -1%

Some values from the results shown.
`Cc1nc(SCC(=O)Nc2ccc(C(=O)O)cc2)n[nH]1` in TrxR1 substrate is listed with -8%
`CC(C)CCn1cnc2c1c(=O)[nH]c(=O)n2Cc1ccccc1` in USP1 inh is listed with -3%

Other compounds:
SMILES | rTrxR1 inhibitor | 12-LOX inh | USP1 inh | mIDH1 inhibitor | RXFP1 ag | TrxR1 substrate | RGS4 inh | Vif-A3G inh | Vif-A3F inh
Cc1cnc(NC(=O)CSc2nnc(N)s2)s1 | 30%[57.1 µM] | -17% | -4% | -3% | 1.3% | 7%[57.1 µM] | ? | 2% | 11%
O=C(O)CCC(=O)NCc1ccc2[nH]c3c(c2c1)CCCC3 | -3%[57.1 µM] | -13% | ? | 24% | -0.2% | 11%[57.1 µM] | 0% | 0% | 0%
C[C@H]1CCCCO[C@@H](CN(C)C(=O)NC2CCCCC2)[C@@H](C)CN([C@@H](C)CO)C(=O)c2cc(NC(=O)Cc3ccccc3)ccc2O1 | / | ? | -4% | 1% | / | / | / | -13% | -22%
CC(=O)C1=C(C)NC2=C(C(=O)CC(C)(C)C2)C1C (stereo not given) | 1% | 14% | -8% | 1% | 0.7% | -9% | 7% | 5% | 15%
CC(=O)c1cnc2c(C(=O)O)cnn2c1C | -2% | -19% | -3% | -3% | 0.3% | 4% | -1% | 3% | -6%
CN(CCC1CCOCC1)C(=O)C1CCC(=O)N(CCc2ccccc2)C1 (stereo not given) | -9% | 7% | -13% | 3% | -0.2% | -8% | 13% | -1% | 2%
FC(F)(F)c1cc(Oc2ccc(Cl)cc2)ncc1-c1nnc(-c2ccc(Cl)cc2)o1 | 33%[57.1 µM] | 74%[activator] | -9% | 2% | 0.0% | -8%[57.1 µM] | 5% | 0% | 4%
CC1CCN(C(=O)C2CCCCN2S(=O)(=O)c2cccc([N+](=O)[O-])c2)CC1 (stereo not given) | 2% | 0% | 1% | -6% | -1.7% | -4% | 8% | 1% | 4%
Cc1cc(C)c2c(N)c(C(=O)N/N=C/c3ccccc3)sc2n1 | 16% | 5% | -21% | 9% | -2.5% | 20% | -31% | -1% | 2%
C[C@H](NC(=O)c1cc2cc(Cl)ccc2n1C)C(=O)N1CCC[C@H]1C(=O)O | 1% | -5% | -23% | 2% | 4.5% | 19% | -20% | 4% | -3%
O=C(CN1C(=O)NC2(CCCCC2)C1=O)NCc1cccs1 | -4% | -6% | -4% | 5% | 1.3% | 3%[57.1 µM] | 23% | 1% | 12%
S=C1CSc2ccccc2N1 | -11%[57.1 µM] | ? | -6% | 8% | 0.8% | 2%[57.1 µM] | 7% | 3% | -28%
O=S(=O)(NCCCSc1ccccc1)c1ccccc1F | 1%[57.1 µM] | -4% | -2% | -1% | 4.3% | -5%[57.1 µM] | -1% | -2% | -1%
C=CC[C@@H](Cc1ccc(F)cc1)C(=O)OC[C@H]1CCCN1C(=O)[C@H](CC=C)CC(=O)N(CCO)Cc1ccccc1 | 9% | 14% | -16% | 11% | / | -9% | 0% | 2% | -10%
Cc1ccc(Nc2cc(-n3nc(C)cc3C)ncn2)cc1 | -1% | 3% | -13% | -5% | 0.3% | -2% | 17% | -5% | -6%
COC(CNC(=O)c1ccc2c(c1)ncn2C1CCCCCC1)OC | 20% | -4% | -9% | -7% | 0.0% | 7% | -1% | 1% | 5%
Cn1nc(CC(=O)Nc2ccc3c(c2)OCCO3)c2ccccc2c1=O | 38%[activator][57.1 µM] | 19% | -8% | 4% | -1.2% | 11%[57.1 µM] | 15% | 0% | 8%
CCN1CCN(CC(O)COc2ccc(Cl)cc2)CC1 (stereo not given) | 2%[57.1 µM] | 0% | -7% | 0% | -0.1% | 4%[57.1 µM] | 6% | 2% | -1%
O=C(OCCN1CCCCC1)c1ccccc1F | 3%[57.1 µM] | 5% | 2% | 4% | 1.7% | 9%[57.1 µM] | 18% | -2% | -17%
CC1=C(C(=O)N(C)C)CC(CC(=O)NCCc2ccccn2)C(=O)N1Cc1ccccc1 (stereo not given) | / | 7% | ? | -6% | / | / | / | -1% | 11%
CCCCC1CC(=O)NC1(C(=O)OCC)C(=O)OCC (stereo not given) | 7%[57.1 µM] | -7% | -4% | -2% | / | 4%[57.1 µM] | 21% | -1% | 7%
O=c1c2cc(NC(=S)NC3CCCC3)ccc2nc2n1CCCCC2 | -24%[57.1 µM] | 0% | 1% | -2% | 0.3% | -4%[57.1 µM] | -9% | 0% | 2%
CCCN(Cc1nnc(-c2cccs2)o1)C(=O)CN1C(=O)NC2(CCCCC2)C1=O | 6% | -9% | 2% | -3% | 3.4% | 0% | -5% | 0% | -6%
Cc1ccc(C(=O)OCC(=O)N(C)c2c(N)n(Cc3ccccc3)c(=O)[nH]c2=O)s1 | 5%[57.1 µM] | -22% | -18% | 0% | 0.0% | 3%[57.1 µM] | -2% | 2% | -10%
COc1cc(C(=O)OCC(=O)Nc2c(C)n(C)n(-c3ccccc3)c2=O)c([N+](=O)[O-])cc1OC | 10% | ? | -4% | 5% | 0.6% | -6% | ? | -1% | 0%
Cc1ccc(O)c(-c2cc(C(=O)Nc3ccc(S(=O)(=O)Nc4nc(C)cc(C)n4)cc3)[nH]n2)c1 | -1% | -12% | 1% | 6% | 0.2% | -5% | ? | 0% | -5%
Cc1onc(-c2ccccc2)c1C(=O)Nc1ccc(-c2nnc3n2CCCCC3)cc1 | -7% | -6% | -4% | 0% | 0.5% | -5% | 15% | 2% | 5%
CCOc1ccc(N=C2NN=C(c3cc(C)n(CC4CCCO4)c3C)CS2)cc1 (stereo not given) | 17%[57.1 µM] | 40µM* | -11% | -4% | -0.1% | 8%[57.1 µM] | -21% | 1% | 16%
COc1cccc(-n2cnc3sc(C)c(C)c3c2=O)c1 | -14% | -5% | -1% | 6% | 0.1% | -14% | 18% | 4% | 3%
Cc1ccc(C(C)(C)C)c(OCCN2CCCC2)c1 | 10% | ? | -18% | 3% | 1.4% | -1% | -15% | 0% | 3%
Cc1ccc(Oc2ccc(NC(=O)CSc3n[nH]c(N)n3)cc2)cc1 | -5% | 22% | -3% | -1% | 2.0% | -12% | 9% | 0% | -7%
Cn1c(=O)c2c(ncn2CC(=O)OCC(=O)Nc2ccc(F)cc2Cl)n(C)c1=O | 0%[57.1 µM] | 15% | -5% | -1% | / | 3%[57.1 µM] | 11% | 0% | 8%
COc1ccc(-c2cc(C(=O)NCc3ccc(Cl)cc3)no2)cc1OC | 24%[57.1 µM] | -21% | -1% | 2% | 1.5% | 11% | 10% | 4% | -14%
CCOC(=O)c1ccc(-c2ccc(/C=N/NC(=O)CN(c3ccccc3Br)S(C)(=O)=O)o2)cc1 | 8% | 16% | -25% | 5% | 1.8% | 43%[activator] | -15% | -10% | -10%

This is a subset; count on the stated rates, not on these rows.
